BLM inh = blocks DNA unwinding by human BLM helicase | Potency, µM (titrated, usually from 56.1 µM), inactives show top-dose activity change, negative = inhibition, usual class: inhibitors | hit rate 0.2% among 350,000 | recombinant BLM DNA unwinding, fluorescence dequenching;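 further: potency means the concentration at half of the fitted maximal effect; plate controls were vehicle for no effect and no enzyme for full effect; nearly all actives have a fitted effect of over 35% in size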
12-LOX inh = inhibitors of human 12S-lipoxygenase ALOX12; hit rate 1.1% among 580,000; purified 12hLO, xylenol orange hydroperoxide absorbance; P18054; Potency, µM (doses to about 108 µM), inactives show at the highest dose activity change, negative = inhibition, usual class: inhibitors; AID 1671190; further: potency means the concentration at half of the fitted maximal effect; on the % scale 0 is the no-effect control and ±100 the full control effect
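Purified human 12hLO at 150 nM in 25 mM Hepes, 0.01% Triton X-100, pH 7.0, preincubated 15 min at room temperature with compound. Reaction started with 40 uM arachidonic acid, 30 min at room temperature. Hydroperoxide measured by Fe-xylenol orange, 573/405 nm absorbance ratio.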
POLB inh = DNA polymerase beta (human) inhibition; P06746; Pol beta primer extension/strand displacement, fluorescence kinetic; hit rate 1.3% among 340,000; Potency, µM (doses to about 114 µM), without a hit: at the top dose activity change, negative = inhibition, hits mostly inhibitors; AID 485314; further: potency means the concentration at half of the fitted maximal effect; on the % scale 0 is the no-effect control and ±100 the full control effect
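Pol beta (10 nM) was preincubated with compound for 15 min at room temperature. The reaction was then started with 50 nM substrate and read immediately and after a further 10 min at room temperature.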
ERG Ets-DNA blk = blocks human ERG Ets domain binding to DNA | P11308 | hit rate 0.028% among 370,000 | Potency, µM (top dose mostly 76.9 µM), for inactives: at the top dose FP activity, negative = inhibition, most hits filed as inhibitors | fluorescence polarization, His-ERG Ets domain / labelled DNA; active means well fitted inhibition curve with a large enough effect in the polarisation, with a control signal flat; inconclusive means small, poorly fitted or top-dose-only effect, or effect the other way, or a change in a side signal; inactive means no such curve, though single readings can be large or run the other way; the % refers to the polarisation;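 further: polarization taken with two DNA probes labelled with fluorescein and Texas red; potency means the concentration at half of the fitted maximal effect; % of control where 0% means no effect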
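His-tagged ERG Ets domain (1 uM in the protein solution; 300mM KCl, 50mM Tris-HCl, 1mM EDTA, 1mM DTT, pH 7.5) received compound, then a probe mix of 5 nM fluorescein-DNA and 100nM Texas-615-DNA. Fluorescence polarization was read for both dyes.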
TRHR agonist = agonists of human TRH receptor; AID 493084; TRHR cells, calcium flux fluo-8, FDSS agonist mode; activation, % at 2 µM; P34981; hit rate 0.18% among 360,000; in the data active means activation above about 30%; further: 0% is about no effect
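Agonist-mode FDSS calcium read (Ex 480/Em 530, 1 s cycles) in 1536-well TRHR cells with fluo-8 dye, after 10-cycle baseline and 23 nL compound addition; TRH at EC20 (10 nM final) added afterwards for the enhancer phase.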
Pol kappa inh = DNA polymerase kappa (human) inhibition. purified Pol kappa, fluorescent DNA synthesis assay, 10 min. hit rate 0.53% among 400,000. AID 588579. Potency, µM (titrated, usually from 107 µM), inactives show top-dose activity, negative = inhibition, usual class: inhibitors; further: potency means the concentration at half of the fitted maximal effect; on the % scale 0 is the no-effect control and ±100 the full control effect
Target sequence (Q9UBT6 whole entry, looked up): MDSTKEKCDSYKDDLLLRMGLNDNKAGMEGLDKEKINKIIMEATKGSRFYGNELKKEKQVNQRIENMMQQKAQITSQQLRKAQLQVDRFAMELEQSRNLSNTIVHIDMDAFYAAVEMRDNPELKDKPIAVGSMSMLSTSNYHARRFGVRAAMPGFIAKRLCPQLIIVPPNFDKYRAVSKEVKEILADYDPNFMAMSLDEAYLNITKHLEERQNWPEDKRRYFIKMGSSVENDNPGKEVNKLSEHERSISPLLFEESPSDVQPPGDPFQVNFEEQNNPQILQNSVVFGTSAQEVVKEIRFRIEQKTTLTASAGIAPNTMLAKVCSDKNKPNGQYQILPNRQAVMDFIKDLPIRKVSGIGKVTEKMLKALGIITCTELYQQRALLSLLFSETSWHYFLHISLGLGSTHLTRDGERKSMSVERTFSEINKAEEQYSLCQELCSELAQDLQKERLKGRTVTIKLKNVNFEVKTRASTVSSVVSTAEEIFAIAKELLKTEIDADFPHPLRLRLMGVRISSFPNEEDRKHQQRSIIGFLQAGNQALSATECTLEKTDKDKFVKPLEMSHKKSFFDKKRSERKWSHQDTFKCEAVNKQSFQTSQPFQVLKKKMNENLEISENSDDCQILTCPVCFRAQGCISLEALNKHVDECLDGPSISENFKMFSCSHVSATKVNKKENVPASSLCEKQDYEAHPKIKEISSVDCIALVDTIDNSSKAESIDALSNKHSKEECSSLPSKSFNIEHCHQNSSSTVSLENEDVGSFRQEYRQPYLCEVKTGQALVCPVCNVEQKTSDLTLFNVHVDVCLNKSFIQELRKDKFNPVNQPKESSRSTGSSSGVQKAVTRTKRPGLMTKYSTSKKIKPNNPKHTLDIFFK
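Fluorescent qHTS in 1536-well format: enzyme (10 nM) and compound sat 15 min at room temperature before 50 nM substrate (final) was added. Signal taken at 0 and 10 min; no-enzyme buffer wells were negative controls.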
Pol iota inh = blocks human DNA polymerase iota activity. Q9UNA4. Pol iota fluorescent replication assay, 10 min. Potency, µM (titrated, usually from 115 µM), for inactives: at the highest dose activity, negative = inhibition, usual class: inhibitors. hit rate 1% among 390,000. AID 588590; further: potency means the concentration at half of the fitted maximal effect
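Pol iota at 10 nM preincubated 15 min with compounds at room temperature; reaction started with fluorescent substrate, 50 nM final. Fluorescence read kinetically at 0 and 10 min; buffer-only wells as negative control.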
Anesthetic bind = binds horse apoferritin like a general anesthetic; hit rate 0.074% among 350,000; P02791; Potency, µM (series often up to 77.5 µM), without a hit: top-dose activity change, negative = displacement, most hits filed as inhibitors; apoferritin/1-aminoanthracene competitive binding, fluorescence; further: potency means the concentration at half of the fitted maximal effect; on the % scale 0 is the no-effect control and ±100 the full control effect; nearly all actives have a fitted effect of over 20% in size
Target sequence (P02791 2-175 limits assumed): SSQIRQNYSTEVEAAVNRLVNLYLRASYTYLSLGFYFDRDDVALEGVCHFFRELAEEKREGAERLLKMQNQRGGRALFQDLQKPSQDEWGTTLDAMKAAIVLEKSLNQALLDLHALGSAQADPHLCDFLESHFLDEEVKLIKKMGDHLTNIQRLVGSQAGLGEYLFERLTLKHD
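Horse-spleen apoferritin (10 uM) in 50% saturated 1-aminoanthracene in PBS was incubated 10 min at room temperature with compound. Fluorescence (ex 380, em 535 nm) was normalized to free and bound 1-AMA, with concentration-response fitted by a four-parameter Hill equation.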
APEX1 inh = blocks human APE1 abasic DNA cleavage. recombinant APE1, TAMRA/BHQ-2 abasic DNA cleavage fluorescence. hit rate 0.35% among 350,000. AID 2517. Potency, µM (doses to about 65.8 µM), for inactives: top-dose activity change, negative = inhibition, most hits filed as inhibitors. P27695;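 further: potency means the concentration at half of the fitted maximal effect; plate controls were vehicle for no effect and reference inhibitor for full effect; nearly all actives have a fitted effect of over 55% in size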
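Incision of a quenched TAMRA/BHQ-2 THF abasic-site duplex (50 nM) by 0.75 nM APE1, after 15 min compound preincubation, measured as fluorescence increase over three 60 s reads. Values normalized to buffer, DMSO and NSC13755 control wells.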
The depositor's hits bear a star; u = inconclusive; x = no result given; & = joins results of further samples; [ ] = dose if it differs, or a comment. Unless noted, the call rests on the fitted dose curve; in most records, active means well fitted curve in the direction sought with a large enough effect; inconclusive means small, poorly fitted or top-dose-only effect, or another doubt; inactive means no such curve, though single readings can be large; an effect the other way counts as inactive or inconclusive. Not all compounds are listed, so the mix of outcomes need not match the whole.

SMILES	BLM inh	12-LOX inh	POLB inh	ERG Ets-DNA blk	TRHR agonist	Pol kappa inh	Pol iota inh	Anesthetic bind	APEX1 inh
CN1CCC(N(C)CC(=O)Nc2ccccc2N2CCOCC2)CC1	4%	u	u	10%	0.9	-3%	39%[activator]	-19%	1%
Cc1nnc(C)c2c(C)n(-c3ccccc3)c(C)c12	-8%	0%	5%	3%	0.8	-13%	35%[activator]	-12%	8%
COc1cc2cc(CCOC(=O)c3ccc(F)cc3)oc(=O)c2cc1OC	x	-6%	x	1%	-1.0	0%	9%	x	15%
CC(C)NC(=O)CC(=O)N/N=C/c1ccc(Br)cc1	-3%	7%[57.4 µM]	0%	x	-0.2	-14%	16%	u	-5%
CC(=C1C(=O)c2ccccc2C1=O)N1CCC(C(N)=O)(N2CCCCC2)CC1	1%	-12%	16%	-8%	1.2	9%	40%[activator]	-1%	-2%
CC(=O)Nc1cc(C(=O)O)ccc1S(=O)(=O)c1ccc(C)cc1	0%	-24%	2%	-3%	0.5	-2%	-9%	-5%	0%
CC(C)(C)[C@@H]1CCC(=O)N(CC[C@H](N=[N+]=[N-])c2ccccc2)CC1	-7%	-2%	3%	0%	-1.3	-7%&-25%	10%&8%	-2%	-3%
CC[n+]1c(C)n(-c2ccccc2)c2ccc(NC(C)=O)cc21	2%	40µM*	14%	-1%	0.6	u	24%	-6%	-1%
CCOc1ccc(S(=O)(=O)NCc2ccccc2Cl)cc1C(N)=O	-2%	12%	-7%	-1%	0.2	3%&-16%	34%&195%[activator]	-4%	14%
COc1cc(CC(=O)Nc2nc(-c3ccc(F)c(F)c3)cs2)cc(OC)c1OC	-8%	3%	0%	21%	-1.0	-7%	-18%	-7%	16%
O=C(CSc1nc2ccccc2c(=O)n1CCCN1CCOCC1)Nc1ccc2c(c1)OCO2	-3%	-2%	14%	-3%	-0.1	-6%	89%[activator]	-10%	5%
CCCSc1nc(C)c2cc(C)cc(C)c2n1	-1%	-21%	8%	-1%	0.0	0%	9%	-20%	-3%
CCC(=O)Nc1nnc(-c2ccco2)o1	-3%	u	18%	5%	0.5	2%	19%	2%	13%
CC1CN(S(=O)(=O)c2ccc(NC(=O)CCN3C(=O)c4ccccc4C3=O)cc2)CC(C)O1 (stereo not given)	-4%	0%	3%	5%	0.2	-3%	20%	-17%	8%
O=C1CC2(CCCCC2)Oc2ccc(OCC(=O)N3CCOCC3)cc21	-2%	10%	40%	-5%	-0.1	-6%	-5%	337%[activator]	2%
CC1CCCCN1CCNC(=O)c1ccc(Cn2c(SCc3ccccc3)nc3cccnc32)cc1 (stereo not given)	2%	-8%	17%	4%	-0.2	3%	41%[activator]	-9%	x
COc1ccc2c(c1)CCc1c(C(=O)NCc3ccc(Cl)cc3)noc1-2	0%	2%	-4%	-1%	-0.6	-4%	13%	-5%	1%
CC(C)Nc1ccccc1	x	x	x	9%	0.5	18%	33%[activator]	x	-2%&1%
CCc1cccc2c(C(=O)CSc3nnc(-c4ccncc4)n3C)c[nH]c12	-6%	u	-19%	-5%	-0.4	4%	51%[activator]	u	5%
O=C(COC(=O)CCCN1C(=O)c2cccc3cccc(c23)C1=O)Nc1cccc(C(F)(F)F)c1	-1%	-11%	-13%	-1%	0.3	-18%	0%	-10%	15%
O=C(c1ccc2c(c1)N(Cc1cccc(Cl)c1)C(=O)c1ccccc1S2(=O)=O)N1CCCCCC1	-5%	-15%	u	1%	0.1	-15%[60.1 µM]	-3%	7%	x
COC(=O)c1sc(NC(=O)c2ccc(Cn3cc(Cl)cn3)o2)c(C#N)c1C	-7%	4%	u	-1%	-0.7	u	u	u	2%
C=CCn1c(SCC(=O)Nc2ccccc2C)nc2sc(C)c(C)c2c1=O	2%	-8%	10%	2%	0.1	-4%	18%	0%	4%
CCOc1ccccc1NC(=O)COC(=O)C1CC1	-3%	2%	-8%	-2%	0.1	-14%	127%[activator]	-7%	0%
CN(C)S(=O)(=O)n1cc(/C=C(\NC(=O)c2ccccc2F)C(=O)N2CCCC2)c2ccccc21	-6%	-22%	3%	8%	1.3	11%	19%	9%	67%[activator]
Oc1cccc(/C=N/N2CCN(c3ccccn3)CC2)c1	-4%	-3%	10%	-19%	0.0	1%	16%	-12%	0%
CCOC(=O)C(/C=C(\C#N)C(=O)OCC)=C(/N)N1CCN(c2ccc(OC)cc2)CC1	-9%	60%	16%	11%	-0.1	2%	-3%	-10%	5%
CN(C)S(=O)(=O)c1ccc(C(=O)Nc2ccc(CN3CCCC3)cc2)cc1	-10%	150%[activator]	9%	-8%	-0.3	4%	-3%	-14%	5%
COc1ccc(-c2nc(-c3cccc([N+](=O)[O-])c3O)cc(=O)o2)cc1OC	-5%	17%	2%	-7%	0.1	-2%	4%	-5%	2%
CCOc1ccc(NC(=O)C2CCN(S(C)(=O)=O)CC2)cc1	-7%	u	20%	3%	0.6	-1%	-13%	-4%	11%
O=C1C(Cl)=C(N2CCOCC2)C(=O)N1c1cccc(Cl)c1	0%	-29%	-1%	-3%	1.0	-2%	-10%	u	-1%
Cc1c(-n2cc(C(=O)c3cc(Br)ccc3O)cc(C#N)c2=O)c(=O)n(-c2ccccc2)n1C	-2%	0%	2%	4%	9.3	-5%	-2%	-18%	2%
CSc1nc2ccccc2c(=O)n1C1CCOC(C)(C)C1 (stereo not given)	0%	-13%	2%	-3%	0.7	-15%	12%	-13%	2%
Nc1nc(-c2ccco2)nn1C(=O)CCc1ccccc1	-2%	-1%	4%	-1%	-0.2	-5%	13%	-9%	-2%
CCC(C)n1[nH]c(=O)c2c(C)cc(C)nc21 (stereo not given)	0%	0%	-1%	-15%	-1.4	6%	-9%	-4%	-3%
Cc1cc(C(=O)CN2C(=O)NC3(CCCc4ccccc43)C2=O)c(C)n1Cc1ccccc1 (stereo not given)	-5%	0%	1%	-2%	0.2	-7%	1%	-7%	10%
COc1ccc(C(=O)C2CCCN(C(=O)c3c4c(nn3C)CCCC4)C2)cc1F (stereo not given)	-2%	3%	-8%	-7%	1.1	-19%	10%	-8%	-2%
CCOC(=O)c1[nH]c(C)c(/C(O)=C2\C(=O)C(=O)N(CCCN3CCOCC3)C2c2cccnc2)c1C (stereo not given)	0%	-5%	28%	7%	0.1	-7%	-6%	-12%	-2%
O=C(NCCSCc1ccco1)Nc1ccc(Cl)cc1	-4%	0%	15%	-2%	-0.1	-13%	-2%	-7%	0%
O=C(COC(=O)CSCc1ccccc1)NCc1ccccc1	-9%	-18%	22%	-4%	-1.6	-9%	52%[activator]	u	5%
CN1C(=O)C2(N=c3ccccc3=N2)c2ccccc21	4%	x	-29%	5%	0.9	-3%	-5%	-8%	7%
O=C(CSc1nnnn1-c1ccc2c(c1)OCCO2)Nc1nc2c(s1)CCCC2	-9%	12%	25%	x	0.2	-7%	-8%	-13%	-2%
CCCN(C(=O)c1cc2c(=O)[nH]c3ccc(C)cc3c2s1)c1ccc(CC)cc1	-4%	-24%	u	-7%	0.5	-7%	14%	-5%	x
Cc1ccc(CN2CCSc3ccc(C(=O)Nc4ccc(C)cc4)cc32)cc1	-4%	u	0%	-1%	-1.3	-16%	3%	71%[activator]	x
Cc1ccsc1C(=O)Nc1cccc(-n2cnnn2)c1	1%	8%	0%	-2%	0.1	-8%	1%	3%	76%[activator]
Cc1cc(C)c(CN2CCC(n3nccc3NC(=O)c3ccccc3Cl)CC2)cc1C	-2%	0%	-10%	14%	1.9	-10%	3%	-14%	0%
CCCCCCSc1cccc(-c2nc3cc(C)ccn3c2NC2CCCCC2)c1	x	-16%	x	-4%	0.1	-16%	u	x	-8%
N#Cc1ccc(OCC(=O)NN2Cc3ccccc3C2=N)cc1	0%	u	39%	7%	0.4	-10%	41%[activator]	-5%	22%
COc1cc2c(cc1OC)CN(CC(=O)Nc1ccc(F)cc1)C(C(=O)O)C2 (stereo not given)	-4%	97%[activator]	0%	5%	0.9	-5%	24%	0%	17%
COc1cccc(C(=O)c2cn(CC(=O)NCc3ccccc3Cl)c3nc(C)ccc3c2=O)c1	-10%	u	u	10%	-0.2	5%	0%	-17%	x
NS(=O)(=O)c1ccc(NC(=O)COC(=O)/C(=C/c2cccs2)c2cccs2)cc1	-17%	-28%	u	14%	0.2	8%	-19%	-9%	-3%
COC(=O)c1ccccc1NC(=O)C1CCCN(S(=O)(=O)c2ccc(F)cc2)C1 (stereo not given)	-12%	0%	-5%	-3%	-0.2	-1%	u	-3%	u
c1ccc(Sc2ncnc3ccccc23)cc1	-6%	-8%	2%	4%	0.0	-11%	24%	-1%	-3%
CCOC(=O)NC(=S)Nc1ccc(C(C)(C)C)cc1Br	-12%	280%[activator]	21%	u	2.4	-5%	-21%[58.9 µM]	-11%	-1%
O=c1[nH]c(/C=C\c2ccccc2F)nc(O)c1[N+](=O)[O-]	-8%	0%	15%	9%	0.1	-21%	u	1%	27%
O=C1C(=C2SCCCS2)CC/C1=C\c1ccc(F)cc1	-1%	134%[activator]	1%	1%	-0.1	-2%	-1%	-14%	3%

Assay outcomes deposited in PubChem by National Center for Advancing Translational Sciences (NCATS).
